Screening results from PubChem.
BaF3 parental = parental Ba/F3 viability inhibition as JAK2V617F counter-screen | CellTiter-Glo ATP luminescence | hit rate 1.1% among 220,000 | inhibition, % at 5.6 µM;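 active means inhibition above a per-campaign cutoff, the mean inhibition of all tested compounds plus 3 SD, cut at about 27% in these data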;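 further: 0% = DMSO wells and 100% = JAK Inhibitor I control wells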
CHOP inh = CHOP inhibition in unfolded protein response; CHO-K1 CHOP-promoter luciferase, tunicamycin-induced, 15-18 h; inhibition, % at 10 µM; hit rate 3.8% among 220,000; AID 2732;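 active means compounds that reduced the stress-induced luciferase reporter signal by more than about 70% of percent inhibition, limit read from the data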;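 further: 0% = tunicamycin plus vehicle and 100% = wells without tunicamycin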
S1P4 antag = human S1P4 receptor antagonism | S1P4-expressing cells, antagonist mode, reporter read-out | O95977 | inhibition, % at 4.98 µM | hit rate 0.26% among 220,000; in the data active means inhibition above about 29%;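 further: 0% = wells stimulated with agonist and 100% = vehicle wells without agonist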
Target sequence (O95977 whole entry, looked up): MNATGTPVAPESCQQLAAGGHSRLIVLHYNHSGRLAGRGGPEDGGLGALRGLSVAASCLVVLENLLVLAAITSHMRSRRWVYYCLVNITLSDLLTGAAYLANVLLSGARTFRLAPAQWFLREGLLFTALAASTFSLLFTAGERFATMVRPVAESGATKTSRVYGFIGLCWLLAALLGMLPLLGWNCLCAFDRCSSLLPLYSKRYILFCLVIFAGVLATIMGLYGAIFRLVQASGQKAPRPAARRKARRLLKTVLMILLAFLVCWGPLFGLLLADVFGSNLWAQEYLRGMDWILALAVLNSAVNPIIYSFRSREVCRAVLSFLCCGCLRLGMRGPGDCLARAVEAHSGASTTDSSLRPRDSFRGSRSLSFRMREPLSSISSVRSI
p47phox inh = inhibitors of human p47phox binding; p47phox/p22phox peptide binding, fluorescence polarization, 2 h; inhibition, % at 24.7 µM; hit rate 0.53% among 220,000;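 active means inhibition above about 30%, limit read from the data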;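 further: 0% = p47phox with labelled peptide and 100% = labelled peptide alone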
NPY-Y2 PAM-ag = human NPY-Y2 potentiation or agonism, primary screen. cells expressing NPY-Y2, potentiator/agonist read-out. activation, % at 3.6 µM. hit rate 0.45% among 220,000; in the data active means activation above about 27%;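 further: cells stimulated with NPY near EC25 plus isoproterenol at EC100; 0% = vehicle plus submaximal agonist and 100% = vehicle plus saturating agonist; some results beyond the cut were filed as inactive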
NPY1 pot ag = potentiators or agonists of human neuropeptide Y receptor Y1 | NPY-Y1 expressing cells, potentiator/agonist activation | hit rate 0.37% among 220,000 | activation, % at 3.6 µM; in the data active means activation above about 33%, passing the limit was not always enough;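 further: cells stimulated with NPY at EC10 then isoproterenol at EC100; 0% = low agonist plus stimulus and 100% = saturating agonist plus stimulus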
Target sequence (P25929 whole entry, looked up): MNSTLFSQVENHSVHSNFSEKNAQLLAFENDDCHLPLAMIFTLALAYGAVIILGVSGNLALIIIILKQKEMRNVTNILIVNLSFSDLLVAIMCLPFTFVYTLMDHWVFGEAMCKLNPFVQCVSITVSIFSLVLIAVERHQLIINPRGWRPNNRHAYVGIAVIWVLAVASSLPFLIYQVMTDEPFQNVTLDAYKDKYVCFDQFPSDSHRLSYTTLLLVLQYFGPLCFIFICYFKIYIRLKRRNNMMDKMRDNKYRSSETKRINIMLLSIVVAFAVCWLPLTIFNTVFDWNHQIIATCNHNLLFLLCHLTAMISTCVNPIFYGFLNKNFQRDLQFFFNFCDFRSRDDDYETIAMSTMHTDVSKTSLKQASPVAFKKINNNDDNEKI
S1P4 agonist = human S1P4 receptor agonism; S1P4-expressing cell line, agonist reporter assay; activation, % at 4.98 µM; hit rate 0.35% among 220,000; AID 1509; in the data active means activation above about 11%;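 further: 0% = DMSO vehicle and 100% = reference agonist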
Ba/F3 V617F tox = reduce viability of Ba/F3 cells dependent on JAK2V617F; Ba/F3 EpoR-JAK2V617F viability, ATP luminescence; hit rate 1.1% among 220,000; inhibition, % at 5.6 µM;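 active means inhibition above the campaign mean plus 3 SD over all tested compounds, cut at about 24% in these data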;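 further: cytokine-independent growth of Ba/F3 cells driven by EpoR plus mutant JAK2; 0% = DMSO-treated cells and 100% = JAK inhibitor I control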
NPY Y1 blocker = antagonists of human neuropeptide Y receptor Y1; inhibition, % at 3.6 µM; HEK293-CNG Y1 cells, membrane potential fluorescence; NPY at EC95, then isoproterenol; AID 1040; P25929; hit rate 1% among 200,000;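 active means inhibition above the campaign mean inhibition of all tested compounds plus 3 SD, cut at about 20% in these data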;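 further: 0% = DMSO wells given NPY plus isoproterenol and 100% = isoproterenol alone without NPY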
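Material: HEK293 Y1/CNG channel cell line; also added: NPY (25 nM), isoproterenol (1 µM), Ro 20-1724 (25 µM); doses: one concentration, 3.6 µM, in 0.4% DMSO; schedule: compound incubation 1 h at room temperature, readout 45 min post-stimulation; technique: membrane potential fluorescence; measure: fluorescence ratio normalized to % inhibition between controls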
* hit, by the source's call; x = no result given.

Screens by letter: A = BaF3 parental; B = CHOP inh; C = S1P4 antag; D = p47phox inh; E = NPY-Y2 PAM-ag; F = NPY1 pot ag; G = S1P4 agonist; H = Ba/F3 V617F tox; I = NPY Y1 blocker
C[C@]12CCC3C(CC=C4C[C@@H](O)CC[C@@]43C)C1CCC2[C@]1(C)CCC(=O)O1 (stereo not given in full)
  A: 1; B: 5; C: -9; D: 7; E: -3; F: -29; G: -0.3; H: 5; I: 1
CC(=O)c1cc(C(c2csc(C(C)=O)c2)c2csc(C(C)=O)c2)cs1
  A: 1; B: 3; C: -6; D: -10; E: 10; F: -14; G: 2.0; H: -1; I: 5
O=C(Cn1ncc2c(=O)oc3ccccc3c21)N1CCN(C(=O)c2ccco2)CC1
  A: 4; B: 18; C: -9; D: -7; E: 9; F: 5; G: -1.2; H: -2; I: 2
Nc1ccc2oc3ccccc3c2c1
  A: 5; B: -6; C: -12; D: 3; E: -1; F: -16; G: -0.3; H: 5; I: 2
S=C(NCc1ccccc1)NCc1ccccc1
  A: 1; B: 35; C: -4; D: -4; E: -7; F: -10; G: 2.5; H: -2; I: -5
CC(C)NC(=O)c1onc(CSc2ccc(F)cc2)c1C(=O)O
  A: 2; B: 24; C: 3; D: -2; E: -36; F: -23; G: 0.0; H: -2; I: 12
Cc1ccc(S(=O)(=O)N(C)C)cc1NC(=S)NNC(=O)C(N)=O
  A: 1; B: 7; C: -13; D: -7; E: 8; F: 5; G: 1.8; H: 1; I: -3
N/C(=N\c1nc(CSc2ccccn2)cc(=O)[nH]1)Nc1ccc(Cl)cc1Cl
  A: -5; B: 18; C: -18; D: -13; E: 12; F: 21; G: 0.8; H: -2; I: x
Cc1cc2c(nn1)CCc1nonc1-2
  A: 0; B: -5; C: -1; D: -1; E: -4; F: -10; G: -0.7; H: 1; I: 1
O=C(O)C1C(=O)NCC1c1ccccc1 (stereo not given)
  A: 7; B: 9; C: 1; D: 8; E: -10; F: -14; G: -1.4; H: 2; I: -2

Next compounds.
Screens by letter: A = BaF3 parental; B = CHOP inh; C = S1P4 antag; D = p47phox inh; E = NPY-Y2 PAM-ag; F = NPY1 pot ag; G = S1P4 agonist; H = Ba/F3 V617F tox; I = NPY Y1 blocker
COC(=O)Nc1ccc(S(=O)(=O)N2CCCCC2)cc1
  A: 4; B: 18; C: -12; D: -5; E: 2; F: 4; G: -0.2; H: -2; I: 4
O=C(Nc1ccccc1Cl)Oc1ccc(Cl)cc1Cl
  A: 4; B: 6; C: -3; D: -8; E: 13; F: 23; G: 0.1; H: -7; I: x
CCCC(CCC)C(=O)NNc1cc(=O)c2c(=O)n(C)c(=O)n(C)c2[nH]1
  A: 5; B: 29; C: -13; D: -28; E: -2; F: -2; G: 2.0; H: 0; I: 16
Cc1ncc([N+](=O)[O-])n1CC(=O)N/N=C/c1ccccc1F
  A: 7; B: 4; C: -37; D: 1; E: 6; F: -31; G: 0.6; H: 3; I: -1
COC(=O)C(C)Sc1ccc2nnc(-c3ccc(F)cc3)n2n1 (stereo not given)
  A: -3; B: 32; C: -9; D: -12; E: -2; F: -10; G: 1.7; H: -4; I: -5
O=C(COC(=O)C1(c2ccc(Cl)cc2)CCCC1)N1CCc2ccccc21
  A: 10; B: 53; C: -20; D: -10; E: -4; F: 9; G: 1.2; H: -2; I: 8
COc1cc2c(C(=O)O)c(C)n(-c3ccccc3)c2c2ccccc12
  A: 1; B: -3; C: -9; D: 6; E: 2; F: -5; G: 0.1; H: 3; I: x
CCc1cc(=O)oc2cc3occ(C)c3cc12
  A: 0; B: 28; C: -7; D: 4; E: 0; F: 5; G: 1.2; H: 0; I: 6
CCOC(=O)C1(CCCc2ccccc2)CCN(CC(O)CO)CC1 (stereo not given)
  A: 7; B: 39; C: -13; D: -7; E: -2; F: 5; G: 0.8; H: -2; I: 3
COCCCNC(=S)NNC(=O)c1ccc2c(c1)OCO2
  A: 11; B: 6; C: -15; D: -9; E: -8; F: -18; G: 0.0; H: 3; I: 5

Continued.
Screens by letter: A = BaF3 parental; B = CHOP inh; C = S1P4 antag; D = p47phox inh; E = NPY-Y2 PAM-ag; F = NPY1 pot ag; G = S1P4 agonist; H = Ba/F3 V617F tox; I = NPY Y1 blocker
O=C(CNC(=O)c1ccccc1)OC1CCCCC1
  A: 1; B: -4; C: -10; D: -5; E: 5; F: 8; G: 0.6; H: 1; I: 5
Cn1nnnc1SCc1csc(Nc2ccccc2)n1
  A: 3; B: 2; C: -4; D: -10; E: -18; F: 2; G: 0.7; H: 0; I: -3
CS(=O)(=O)n1nc(-c2ccc(Cl)cc2)nc1SCc1ccccc1
  A: 4; B: 31; C: 9; D: -7; E: -2; F: 4; G: -4.2; H: -4; I: 9
CCCCNC(=S)NNC(=O)CCn1nc(C)c(Br)c1C
  A: 1; B: -12; C: -5; D: -11; E: -5; F: 19; G: 0.4; H: -5; I: 3
Cc1ccc(-c2nn(CC(=O)NCc3ccccn3)c(=O)c3ccccc23)cc1S(=O)(=O)N(C)C
  A: 3; B: -10; C: -24; D: 3; E: 13; F: 0; G: 0.3; H: -1; I: 1
CC1=C(C(=O)OCC2CCCO2)C(c2ccc(Cl)cc2)NC(=O)N1 (stereo not given)
  A: 6; B: -5; C: 1; D: 1; E: -6; F: -3; G: -0.3; H: 0; I: 2
CC(C)N(Cc1nc(-c2ccccc2)no1)C(=O)CN(C)S(=O)(=O)c1ccccc1
  A: 6; B: 23; C: 1; D: 2; E: 8; F: -9; G: 0.9; H: 1; I: -3
O=C(NCc1ccco1)/C(=C/c1cccnc1)NC(=O)c1ccco1
  A: -1; B: 40; C: -10; D: -5; E: 0; F: 1; G: 2.1; H: -2; I: 2
CC(C)Nc1nc(Oc2ccc(=O)n(-c3ccccc3)n2)nc(N(C)C)n1
  A: 0; B: -8; C: 1; D: 14; E: -5; F: 1; G: -0.9; H: 1; I: x
Cc1nnc(NC(=O)c2oc3c(ccc4ccccc43)c2C)s1
  A: 8; B: 39; C: -25; D: -17; E: -9; F: 12; G: -0.6; H: 1; I: 4

Following part
Screens by letter: A = BaF3 parental; B = CHOP inh; C = S1P4 antag; D = p47phox inh; E = NPY-Y2 PAM-ag; F = NPY1 pot ag; G = S1P4 agonist; H = Ba/F3 V617F tox; I = NPY Y1 blocker
O=C(C1CC(c2ccc(F)cc2)=NO1)N1CCCc2ccccc21 (stereo not given)
  A: 4; B: 24; C: -9; D: -6; E: -18; F: -26; G: 0.8; H: 5; I: 11
O=C(CSCSCC(=O)NCC1CCCO1)NCC1CCCO1 (stereo not given)
  A: 1; B: 11; C: 0; D: -9; E: -16; F: -25; G: 1.1; H: 4; I: 5
CCOC(=O)Cc1csc(NC(=O)CCCCCN2C(=O)c3ccccc3C2=O)n1
  A: -2; B: 20; C: -3; D: -6; E: 5; F: 26; G: -0.6; H: -2; I: 0
Nc1nnc(-c2ccccc2)c(-c2ccccc2)n1
  A: 7; B: 4; C: -12; D: -10; E: -4; F: 21; G: -1.6; H: 1; I: 5
CC(C)(C)NC(=O)c1ccc(COc2ccccc2Br)o1
  A: 8; B: 27; C: -1; D: -4; E: 3; F: 15; G: -0.1; H: -3; I: 3
Cc1ccc([N+](=O)[O-])cc1NC1CC(O)C(CO)O1 (stereo not given)
  A: -1; B: 5; C: 12; D: -13; E: -14; F: -7; G: 1.5; H: -1; I: -4
Cc1ccc(C(=O)OC2=CC(=O)CC(C)(C)C2)cc1
  A: 2; B: 20; C: -25; D: -15; E: -2; F: -11; G: 2.4; H: 0; I: 3
O=C(CSc1nnc(-c2c[nH]c3ccccc23)o1)c1ccc(-c2ccccc2)cc1
  A: 2; B: 24; C: -11; D: -2; E: 1; F: -11; G: 1.1; H: 0; I: -6
CC(C)Sc1nnc(NC(=O)c2ccco2)s1
  A: 9; B: -21; C: -10; D: 0; E: -13; F: 9; G: 1.2; H: 4; I: -3
Cn1c(N)c(C(=O)c2ccc(C#N)cc2)c(=O)n(C)c1=O
  A: 8; B: 5; C: -3; D: -3; E: -2; F: 4; G: -0.8; H: -2; I: 3

Carrying on:
Screens by letter: A = BaF3 parental; B = CHOP inh; C = S1P4 antag; D = p47phox inh; E = NPY-Y2 PAM-ag; F = NPY1 pot ag; G = S1P4 agonist; H = Ba/F3 V617F tox; I = NPY Y1 blocker
CCc1ccc(N/C(SC)=C(/C#N)C(N)=O)cc1
  A: 1; B: 46; C: 0; D: -14; E: -2; F: 12; G: -2.9; H: -3; I: 0
CC(NS(=O)(=O)c1ccc(CCC(=O)NCC2CCCO2)cc1)c1ccccc1 (stereo not given)
  A: 2; B: 11; C: -13; D: 8; E: -4; F: 0; G: 1.6; H: 1; I: -2
COc1ccc(/C=N/NC(=O)c2cccc(COCC(F)(F)C(F)F)c2)cc1
  A: 2; B: 12; C: -4; D: -10; E: -5; F: -23; G: -1.6; H: 0; I: 7
O=C(Oc1ccc(Cl)c2cccnc12)N1CCCCCC1
  A: -1; B: 24; C: 2; D: -9; E: 0; F: -15; G: 1.2; H: -3; I: -5
O=C(Nc1ccccc1N1CCN(c2ccc(F)cc2)CC1)C12CC3CC(CC(C3)C1)C2
  A: 2; B: 10; C: -3; D: -23; E: -6; F: -13; G: 5.4; H: 1; I: 5
C=CCSc1cc(C)nc2c(-c3ccc(Cl)cc3)c(C)nn12
  A: 6; B: 30; C: -4; D: -20; E: -30; F: -28; G: 2.5; H: 2; I: 6
CCOC(=O)c1ccc(Cl)c(S(=O)(=O)N2CCCC2)c1
  A: 7; B: -10; C: -1; D: -5; E: 5; F: -2; G: 2.0; H: 2; I: 7
CCOc1ccc(CC(=O)NNC(=O)NC2CCCCC2)cc1
  A: 4; B: -1; C: 3; D: -4; E: 3; F: 8; G: -0.1; H: 2; I: 4
CCOC(=O)CC1C(=O)NCCN1S(=O)(=O)c1ccc(C)cc1 (stereo not given)
  A: 1; B: 2; C: -14; D: 1; E: 13; F: -13; G: 1.8; H: 2; I: 1
N#C/C(=C(/O)COC(=O)CSc1ccc(Cl)cc1)c1nc2ccccc2[nH]1
  A: 5; B: 82*; C: 1; D: -55; E: -6; F: -12; G: 1.9; H: 2; I: 10

Continuation.
Screens by letter: A = BaF3 parental; B = CHOP inh; C = S1P4 antag; D = p47phox inh; E = NPY-Y2 PAM-ag; F = NPY1 pot ag; G = S1P4 agonist; H = Ba/F3 V617F tox; I = NPY Y1 blocker
C=CCC1c2cccc(C(=O)O)c2C(=O)N1c1ccc(Cl)cc1 (stereo not given)
  A: 3; B: 6; C: -24; D: 11; E: 0; F: 4; G: -0.2; H: 2; I: -2
CC1CCCC(C)N1/N=C/c1ccc(N(C)C)cc1 (stereo not given)
  A: 3; B: 9; C: -5; D: -8; E: 4; F: 5; G: 0.7; H: -3; I: 5
CCN1C(=O)c2c(C)nc3ccccc3c2C1=O
  A: 2; B: 29; C: -2; D: -12; E: -12; F: -14; G: -2.8; H: -1; I: 3
CC(=O)NC1=NC(=O)/C(=C/N2CCCCC2)S1
  A: -1; B: 15; C: 4; D: -7; E: -3; F: 3; G: 0.4; H: -2; I: -8
Cc1cc2nc(Cl)c(Cl)nc2cc1C
  A: -3; B: -18; C: -5; D: -5; E: 9; F: 6; G: -1.2; H: -5; I: x
